# Screening data as filed in PubChem BioAssay.
# MOR-DOR ag – agonists of human mu-delta opioid receptor heterodimerization; P35372+P41143; cells, OPRM1-OPRD1 heterodimerization, luminescence; activation, % at 9.3 µM; 0.3% of 340,000 active; in the data active = activation above about 18%;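 also: 0% = vehicle-treated cells and 100% = reference agonist; values of inactives mirror those of a sister screen read the other way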
# OPRM1-OPRD1 inv – inverse agonist of human OPRM1-OPRD1 heterodimerization | P35372+P41143 | inhibition, % at 9.3 µM | 0.21% of 340,000 active | cell-based MOR-DOR heterodimer luminescence, inverse agonism; in the data active = inhibition above about 22%, passing the limit was not always enough;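 also: 0% = cells with DMSO and 100% = wells without cells with DMSO; values of inactives mirror those of a sister screen read the other way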
# Keap1-Nrf2 PPI – Keap1-Nrf2 (human) interaction inhibition; Q14145; Keap1 Kelch-Nrf2 peptide fluorescence polarization, 1536-well; inhibition, % at 9.4 µM; 0.15% of 340,000 active; in the data active = inhibition above about 12%;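 also: human Keap1 Kelch domain with fluorescein labeled Nrf2 9mer peptide probe; 0% = neutral control wells and 100% = peptide positive control; higher means more block of Keap1 binding to Nrf2 peptide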
# Target sequence (Q14145 whole entry, looked up, the tested form may be a part): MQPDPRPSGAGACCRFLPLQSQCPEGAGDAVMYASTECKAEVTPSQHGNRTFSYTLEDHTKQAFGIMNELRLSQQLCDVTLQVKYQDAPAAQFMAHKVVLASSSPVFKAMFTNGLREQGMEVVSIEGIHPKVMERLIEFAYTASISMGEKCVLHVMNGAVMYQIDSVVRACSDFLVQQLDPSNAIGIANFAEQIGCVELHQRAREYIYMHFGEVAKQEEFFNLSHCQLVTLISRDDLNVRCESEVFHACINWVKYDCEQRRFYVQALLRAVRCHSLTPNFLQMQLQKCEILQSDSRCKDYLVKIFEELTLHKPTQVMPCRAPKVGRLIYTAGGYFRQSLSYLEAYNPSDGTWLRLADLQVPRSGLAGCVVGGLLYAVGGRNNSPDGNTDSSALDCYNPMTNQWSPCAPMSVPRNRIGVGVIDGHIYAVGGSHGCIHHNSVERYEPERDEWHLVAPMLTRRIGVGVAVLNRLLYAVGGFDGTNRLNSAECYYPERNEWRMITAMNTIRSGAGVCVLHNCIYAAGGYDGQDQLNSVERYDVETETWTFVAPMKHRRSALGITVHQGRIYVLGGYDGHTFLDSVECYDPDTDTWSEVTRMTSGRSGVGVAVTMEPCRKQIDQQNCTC
# LANA DNA inh – KSHV C-LANA DNA binding inhibition; MBP-C-LANA/FAM-LBS DNA binding, fluorescence polarization; inhibition, % at 9 µM; AID 504423; 0.078% of 340,000 active;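 active = highest replicate inhibition at or above 60% at 9 µM, even if other replicates fall short; inactive = all replicates below 60% inhibition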;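 also: 0% = neutral control wells and 100% = 4 µM acridine orange control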
# Arr AP2 block – inhibitors of human beta-arrestin and AP2 interaction; inhibition, % at 10 µM; 0.31% of 340,000 active; FITC-arrestin peptide / GST-AP2 beads, flow cytometry; AP2 beta2 appendage carries R879A mutation;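 active = inhibition above a set limit, near 3 SD of compounds lacking own fluorescence, cut at about 54% in these data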;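 also: plate controls were DMSO wells for no effect and 5 µM unlabelled arrestin peptide for full effect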
#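 System: GST-AP2 R879A glutathione beads. Medium: PBS with 0.05% Tween 20 and 0.1% BSA. Also added: FITC-arrestin peptide, 50 nM. Incubation: 12 min plus 1 h, RT. Measured by: high-throughput flow cytometry of beads, ex 488, em 535 nm. Evaluation: percent drop in bead-associated FITC signal.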
# V-ATPase pHluor – alters yeast V-ATPase proton transport; S. cerevisiae, pHLuorin cytosolic pH fluorescence; response, % at 10 µM; 0.37% of 350,000 active; AID 504577; in the data active = response mostly above about 7.3%, no sharp cut-off; inactive = mostly below about 5.4%; also: actives read high; inactives centre near 0; some compounds called inactive have numbers as strong as hits; reference of the scale not given here
# RTF Ca sens inh – cardiac RTF calcium desensitization; IANBD-labeled cardiac RTF, Ca2+ fluorescence; inhibition, % at 7.15 µM; 0.12% of 340,000 active;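 active = inhibition above the mean inhibition of all tested compounds plus 3 SD, cut at about 17% in these data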;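 also: assay run at fixed EC70 calcium of 1.6 mM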
# RTF Ca sens act – increases calcium sensitivity of human cardiac regulated thin filaments | IANBD-labeled TnC RTF fluorescence at EC20 calcium; 0% EC20 calcium, 100% full calcium | activation, % at 7.2 µM | 0.24% of 340,000 active | AID 493008;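 active = activation above the mean over all tested compounds plus 3 SD, cut at about 30% in these data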;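 also: rise in fluorescence read as greater calcium sensitivity of cardiac thin filaments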
# Pemphigus Ab inh – blocks pemphigus antibody binding to human desmoglein-3. P32926. DSG3-coupled beads, scFv-anti-DSG3-GFP binding, flow cytometry; hits give low values. binding (percent of control), % at 10 µM. 0.48% of 310,000 active. AID 588358;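 active = binding more than 3 SD below its plate's average and above zero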;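 also: hits lower antibody fragment binding to DSG3; some compounds called inactive have numbers as strong as hits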
# Wnt act – activates Wnt/beta-catenin signaling in a reporter cell assay. activator, plate reader. 1.2% of 300,000 active. activation, % at 9.35 µM. AID 743398; in the data active = activation above about 30%, passing the limit was not always enough;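 also: 0% = neutral control wells and 100% = positive control wells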
# Numbers without * were called inactive; . = not tested or not shown.
SMILES,MOR-DOR ag,OPRM1-OPRD1 inv,Keap1-Nrf2 PPI,LANA DNA inh,Arr AP2 block,V-ATPase pHluor,RTF Ca sens inh,RTF Ca sens act,Pemphigus Ab inh,Wnt act
COc1cc(/C=C/C(=O)OCC(=O)N2CCc3ccccc3C2)ccc1O,-1.6,9,-4,-1.6,-3,1,-7,5,108,-1
COc1ccc(C(=O)/C=C/c2cn(CC(O)CN3CCOCC3)c3ccccc23)cc1 (centres undefined),0.5,-2,-17,-3.4,1,8,-20,17,109,.
CCN(CC)C(=O)c1sc(NC(=O)c2ccc(C)c([N+](=O)[O-])c2)c(C#N)c1C,-2.7,11,-3,0.0,6,0,3,2,.,-1
COc1ccccc1C1CC(c2ccccc2)=NN1S(=O)(=O)c1ccccc1 (centres undefined),-0.4,2,-5,1.4,-22,1,-7,2,97,-1
COC1(NC(=O)c2ccccc2)C(C)=CC(=O)C=C1C,-1.9,11,3,0.1,-2,1,-4,-1,99,2
CCN(CC(=O)NCCc1ccccc1)S(=O)(=O)c1ccc(Br)cc1,-0.1,0,-3,0.0,-10,-2,0,-4,100,-3
COC(=O)c1cccc(NC(=O)Nc2ccc(Cl)cc2)c1,.,.,-1,-2.0,-9,-4,.,.,86,1
O=C(NC1CCCCCC1)c1ccc2c(=O)n3c(nc2c1)CCCCC3,-1.2,7,-5,1.6,10,1,4,1,109,.
CCOC(=O)C=C(OC(=O)c1ccc(OC)cc1)c1ccccc1,2.1,-11,4,.,8,0,-2,0,94,12
Clc1cccc(N/N=C/c2ccc(N3CCOCC3)s2)c1,7.0,-36,4,-1.8,.,2,9,1,99,-1
COc1ccc(-c2[nH]ncc2CN(C)Cc2nonc2C)c(OC)c1,-2.3,12,-3,-0.5,13,-4,-6,5,104,3
NC(=O)CCN1CCC(c2nc3ccccc3s2)CC1,-2.3,15,0,-0.9,19,0,7,-6,78,2
CS(=O)(=O)c1ccc(-c2csc(-c3cccnc3)n2)cc1,-2.2,11,-3,-1.6,-5,2,4,-1,96,6
CCc1ccc(NS(=O)(=O)c2c(C(=O)N3CCOCC3)c(C)n(C)c2C)cc1,-3.7,19,-4,-0.3,45,-6,-2,-1,99,3
Cc1ccnc(NC(=O)CNC(=O)c2ccc3ccccc3c2)c1,-0.9,5,2,0.5,26,2,-9,-5,97,8

# Continued; the last three above are carried over.
SMILES,MOR-DOR ag,OPRM1-OPRD1 inv,Keap1-Nrf2 PPI,LANA DNA inh,Arr AP2 block,V-ATPase pHluor,RTF Ca sens inh,RTF Ca sens act,Pemphigus Ab inh,Wnt act
CS(=O)(=O)c1ccc(-c2csc(-c3cccnc3)n2)cc1,-2.2,11,-3,-1.6,-5,2,4,-1,96,6
CCc1ccc(NS(=O)(=O)c2c(C(=O)N3CCOCC3)c(C)n(C)c2C)cc1,-3.7,19,-4,-0.3,45,-6,-2,-1,99,3
Cc1ccnc(NC(=O)CNC(=O)c2ccc3ccccc3c2)c1,-0.9,5,2,0.5,26,2,-9,-5,97,8
CCOC(=O)C(NC(=O)c1cccc(Cl)c1)(OCc1ccc(F)cc1)C(F)(F)F (centres undefined),7.6,-40,-1,0.5,7,1,-19,0,97,0
COc1ccccc1CNC(=O)c1cccc(S(=O)(=O)N2CCCC2)c1,-5.4,26,-1,-0.2,0,-6,2,-6,99,-3
C#CCOCCOCCOCCNc1nc(N2CCOCC2)nc(N2CCN(C(=O)[C@H](CCCCN)n3cc([C@@H](N)CC(C)C)nn3)CC2)n1,-2.5,14,-3,0.1,20,-2,2,-8,107,1
COc1ccc(/C=N/NC(=O)CNC(=O)c2ccc(S(=O)(=O)N3CCOCC3)cc2)c(OC)c1,-1.0,5,7,5.4,5,-3,-12,-3,87,.
CCn1cc(C(=O)N2CCN(Cc3ccc4c(c3)OCO4)CC2)c2cc(OC)c(OC)cc2c1=O,0.0,0,-1,-1.0,7,6,5,13,94,.
COc1ccc2c(c1)c(=O)cc(C)n2CC(=O)NCc1ccco1,0.9,-5,-7,-0.6,-1,2,-7,6,99,0
CCOc1cc(C(c2c(C)[nH][nH]c2=O)c2c(C)[nH][nH]c2=O)cc(Cl)c1O,-3.1,15,-7,0.3,38,-1,2,-4,101,-4
CCOC(=O)N1CCN(c2ccc(O)cc2)CC1,0.4,-2,-5,4.8,-1,0,3,3,93,.
COc1ccc(OCC(=O)O/N=C(\N)Cc2ccc(Cl)cc2Cl)cc1,2.6,-11,1,1.6,3,-11,-4,-2,.,.
CC(=O)O[C@@H]1[C@@H](OC(C)=O)[C@H](n2ccc3cc([N+](=O)[O-])ccc32)OC[C@@H]1OC(C)=O,-0.3,2,-7,.,17,0,-2,2,100,3
O=C(O)C(Cc1ccc(O)cc1)N1C(=O)c2c(Cl)c(Cl)c(Cl)c(Cl)c2C1=O (centres undefined),0.1,0,-1,-0.1,7,8,-3,11,102,-2
CCCOC1CCCN(Cc2nc(-c3ccc(C(=O)OC)cc3)no2)C1 (centres undefined),0.2,-1,0,0.0,8,0,-12,7,102,-1
Cc1nn(C(=O)CCC(=O)NCCc2ccccc2)c2ccccc12,-2.3,12,-6,2.5,6,0,-2,2,.,-1
C[C@@]12C(=O)N(c3cccc(Cl)c3)C(=O)N1[C@@H]1c3ccccc3OC[C@@H]1[C@H]2c1ccccc1,-0.2,1,-3,-1.7,-9,3,2,-3,104,3
O=C(CSc1nncn1-c1ccccc1)Nc1cc(F)ccc1F,-1.3,7,0,-0.4,6,-11,-13,6,102,4
CN(C)/C=C(\C(=O)c1ccccc1)c1nnnn1-c1ccc(F)cc1,-1.8,9,-6,-0.8,-1,21*,0,7,109,0
Cc1ccc2nc(SCC(=O)NCc3ccco3)c(C#N)cc2c1,1.6,-9,-13,1.0,-4,1,-10,2,96,59*
COCCN1CCN(C(=O)c2ccc3nc(Cc4ccccc4F)oc3c2)CC1,-2.5,10,0,0.7,25,-4,-2,-2,103,0
CCOc1ccc(NC(=O)CSc2ncn[nH]2)c([N+](=O)[O-])c1,0.2,-1,-8,-2.0,.,-2,-5,10,106,-1
CN(CC(=O)Nc1cccc(F)c1)C(=O)CSc1ccc(Br)cc1,-0.5,3,2,0.1,21,-2,3,-3,108,0
Fc1cc(F)cc(NC(=S)NCCCN2CCOCC2)c1,-0.3,2,-3,0.5,-8,2,-11,2,101,-1
COc1ccc(Nc2ccc(Cl)nn2)cc1,-2.1,9,-2,0.8,-6,1,-3,2,95,0
Cc1cc(SCC(=O)NCCN2C(=O)CSC2=O)nc2c(C)cccc12,-1.6,9,3,1.0,44,3,9,7,.,.
Cc1ccc(-n2nnnc2SCC(=O)N2CCc3ccccc3C2)cc1,-0.4,2,-7,-1.6,1,1,2,7,105,-2
COC(=O)CSc1[nH]c(=O)cc(C)c1C#N,-1.3,8,-2,0.3,-6,5,0,9,103,.
CC(C)NS(=O)(=O)c1ccc(NC(=O)C(C)OC(=O)CCCOc2ccccc2)cc1 (centres undefined),-0.7,5,2,0.6,25,5,-10,-13,99,0
NC(=O)c1c(NC(=O)c2ccc(S(=O)(=O)N3CCOCC3)cc2)sc2c1CCCCC2,7.4,-44,-7,1.2,13,-4,-8,5,96,-6
COc1ccc(CCC(=O)NNC(=O)Nc2ccc(C(C)=O)cc2)cc1,0.2,-1,6,2.8,18,-3,-5,2,105,0
CC(C)N1C(=O)CN(C2CCCCCC2)C(=O)C1c1ccccc1F (centres undefined),-2.8,15,-2,0.0,-5,-3,-2,-6,102,15
Cc1c(CN2CCCC(CO)(Cc3cccc(Cl)c3)C2)cnn1C (centres undefined),0.2,-1,-2,0.5,7,-3,2,-4,118,-1
O=C(CSc1cccs1)Nc1cccc2ccccc12,-1.3,7,-1,0.8,-2,-1,-23,-1,99,0
CC(C)[C@H](NC(=O)N1CCn2c1nc1ccccc12)C(=O)NCc1ccccc1Cl,.,.,1,-0.5,44,-2,-5,1,100,0
Cc1ccc(-c2cc(-c3ccccc3)nc(NN)n2)cc1,-9.2,43*,-1,1.0,-12,0,-1,-7,93,2
O=C(OCc1ccc([N+](=O)[O-])cc1)C1CCN(S(=O)(=O)c2ccccc2)CC1,-2.8,15,-5,0.5,-1,-1,-1,0,96,-3
Cc1oc2cc3oc(=O)c(CCC(=O)NCCC(=O)O)c(C)c3cc2c1C,-2.0,10,-2,3.6,4,1,-5,3,103,0
O=C(c1ccc(NC(=O)C(c2ccccc2)c2ccccc2)cc1)c1ccc(C(=O)O)c(C(=O)O)c1,-3.4,17,-1,1.2,-11,-2,2,-2,116,0
O/N=C(/Cc1ccccn1)c1ccccc1,-3.5,15,-1,-2.6,-3,1,-6,-6,.,-2
COc1ccccc1S(=O)(=O)Nc1cccc(S(=O)(=O)N2CCCC2)c1,-3.3,17,-2,3.6,15,4,-2,3,132,-7
O=C(CCC(=O)N1CCSc2ccccc21)NCc1ccc(Cl)cc1,-1.6,9,0,1.1,6,2,-7,0,86,-3
CCc1ccccc1OCCCCN1CCCC1,-1.4,8,1,2.5,-9,-3,2,-1,82,-3
COc1cc2c(cc1CN1CCN(C(=O)c3cc(OC)c(OC)c(OC)c3)CC1)OCO2,-1.5,7,-6,4.2,17,-1,-6,4,98,9
CCC(C(=O)NC(C)c1ccccc1)C(=O)NC(C)c1ccccc1 (centres undefined),-0.2,1,-4,-1.7,-2,-3,-5,-4,108,-1
C/C(CC(=O)Nc1ccccn1)=N\NC(=O)c1ccc2ccccc2c1,0.4,-2,1,0.7,-1,5,6,-3,128,.
O=C1/C(=C/c2cccc([N+](=O)[O-])c2)CCc2ccccc21,4.4,-28,6,1.4,-8,4,4,7,86,.
N#CC1CC(c2ccc([N+](=O)[O-])cc2)=NN1c1ccc([N+](=O)[O-])cc1 (centres undefined),4.4,-22,-4,3.9,3,-2,-15,25,89,0
COC(=O)c1oc(-c2ccc(Cl)cc2)nc1C,-1.2,6,-3,1.0,0,-1,-1,-2,97,-1
COc1ccccc1NC(=O)CSc1nnc(CCC(=O)Nc2ccccc2F)n1C,-1.0,5,-1,0.4,39,2,-2,-1,92,1
COc1ccc(CCNC(=O)CSc2nc(C)nc3c2oc2ccccc23)cc1OC,-3.6,15,-1,-0.4,-3,-2,5,-2,114,-3
CCOC(=O)c1ccc(-c2ccc(C=O)o2)cc1,-1.1,6,2,0.8,-9,-1,-5,2,114,53*
Cc1ccc(Cn2ccnc2SCC(=O)NC2CCCC2)cc1,-2.4,8,-1,-1.5,18,6,-9,-1,104,3
COc1cc(-c2noc(C)c2C#CC2(N)CCCCC2)cc(OC)c1OC,2.0,-12,0,-0.5,18,-2,-4,0,106,-3
CN1CC2(C)CN(C(c3ccccc3)c3ccccc3)CC(C)(C1)C2O (centres undefined),-3.2,13,2,-1.8,-8,-1,-7,0,.,.
O=c1[nH]c(=O)c2nc3c4ccccc4c4ccccc4c3nc2[nH]1,0.9,-5,0,0.6,-7,-6,-5,3,29*,-4
Cc1onc(C(=O)Nc2cccnc2Cl)c1[N+](=O)[O-],-0.1,1,-3,1.5,8,2,-26,-4,85,1
